Screening results as filed in PubChem.
All columns: NCI-60 one-dose screen, growth in % after 48 h at 10 µM unless noted; 100 = growth as untreated, 0 = no growth, -100 = all killed.
IGROV1: IGROV1 ovarian cancer; 79,000 tested, 4.7% active; AID 1794786
NCI-H460: NCI-H460 lung cancer | 82,000 tested, 6.8% active
NCI-H522: NCI-H522 lung cancer; AID 1794739; 78,000 tested, 8% active
SK-OV-3: SK-OV-3 ovarian cancer cells | 80,000 tested, 3.2% active | AID 1794785
NCI-H23: NCI-H23 lung cancer. 80,000 tested, 4% active
NCI/ADR-RES: NCI/ADR-RES ovarian cells | 81,000 tested, 4.4% active
NCI-H226: NCI-H226 lung cancer; 79,000 tested, 3.5% active; AID 1794732
NCI-H322M: NCI-H322M lung cancer; 80,000 tested, 2.7% active
COLO 205: COLO 205 colon cancer. 79,000 tested, 7.3% active. AID 1794742
* = called active by the depositor; x = no result given; & = joins results of further samples. How the source made its calls: active means growth percent below 10; inactive means the rest. Random draw from the library; 11% or so of the library scored in one or more.

SMILES	IGROV1	NCI-H460	NCI-H522	SK-OV-3	NCI-H23	NCI/ADR-RES	NCI-H226	NCI-H322M	COLO 205
CCCc1cc(=O)[nH]c2nnc(C)n12	88.7	112.4	102.5	95.0	95.7	108.0	96.4	89.7	107.5
CC(C)(C)OC(=O)N1C/C(=C\c2ccccc2F)C(=O)/C(=C/c2ccccc2F)C1	91.6	102.9	84.9	102.9	105.9	105.5	98.5	97.1	123.7
CC(=O)Nc1cc(F)cc(-c2ccc3[nH]cc(-c4ccccc4)c3n2)c1	25.7	3.9*	-67.6*	13.6	x	33.5	30.9	33.4	-68.2*
CCOc1ccc(NC(=O)OCCN2CCN(CCc3ccccc3)C(C)C2)cc1 (centres undefined)	86.3	104.1	75.8	105.6	88.5	88.0	98.9	85.2	x
CCCCCCCCCCCCCCCCCC1=NCCN1CCOC1=C(Cl)C(=O)c2ccccc2C1=O	67.0	98.3	13.8	99.9	79.4	81.7	100.1	80.5	41.2
Cc1c(C(=O)NCCCC(=O)NO)sc2ncnc(Nc3ccccc3)c12	107.3	99.5	89.8	125.1	99.6	100.7	97.5	107.3	106.6
Cn1cnc([N+](=O)[O-])c1Sc1ccncn1	x	102.6	93.6	99.1	105.3	107.4	89.3	x	99.1
O=C1CC2CC=CCN2C=C1NC(=O)c1cccs1 (centres undefined)	110.8	109.6	73.5	92.4	107.9	114.4	109.5	104.1	102.9
Cc1ccc(NC(=O)c2ccc(Nc3ncnc4c3cnn4-c3cccc(F)c3)cc2)cc1	97.9	101.5	96.0	109.2	99.6	98.8	96.5	102.9	109.3
CC(=O)Oc1ccc2c(C)cc(=S)oc2c1OC(C)=O	x	93.3	x	110.7	88.2	91.0	104.9	114.8	114.2
CCN(Cc1ccccc1)c1ccc(C=O)cc1	96.1	100.0	100.3	103.1	96.3	101.5	3.0*	93.9	113.1
Cc1ccc(N2C=[N+](C)c3ccc(C)cc3C2)cc1	90.4	104.0	88.5	104.8	x	140.0	87.1	100.1	102.9
O=C(O)CNS(=O)(=O)Cc1ccccc1	104.6	100.7	100.2	92.5	97.3	100.0	95.9	102.3	92.7
COC(=O)c1ccc(N=NN(C)COC(C)=O)cc1	112.3	105.1	102.1	110.1	99.3	98.7	95.4	107.4	123.0
CCS(=O)(=O)CCn1c([N+](=O)[O-])cnc1C	104.2	116.8	95.3	103.5	102.6	106.9	101.0	99.5	106.3
Nc1ncn(C(=S)Nc2ccccc2)n1	98.6	115.6	95.9	99.5	111.9	116.9	102.1	93.6	91.1
COC(=O)[C@]1(C)CCC[C@]2(C)[C@H]3C[C@H]4C(C(C)C)=C[C@]3(CC[C@H]21)[C@H]1[C@@H]4[C@@H](OCCc2noc(C)n2)CC[C@@H]1OCCc1noc(C)n1	92.9	91.5	74.7	97.7	77.9	83.3	75.9	101.3	97.1
COc1ccc(OC)c(NC(=O)N2CCCC(C)C2)c1 (centres undefined)	93.0	105.1	74.5	99.5	95.3	103.7	95.6	113.5	x
O=c1cccc(O)[nH]1	121.5&109.2	112.8&108.2	98.2&95.7	99.9&107.6	97.2&92.7	99.0&99.4	110.7&97.5	123.3&97.9	108.6&123.5
Cc1c(C)c(C)c(Br)c(C)c1C	110.6	106.8	x	102.1	104.6	106.1	106.1	120.6	112.4
COc1cc2c(cc1O)CC[C@@H]1C2CC[C@@]2(C)C1CC[C@@H]2O (some centres undefined)	25.3	8.6*	1.8*	24.1	406.4	-70.7*	57.7	53.5	82.5
CCOC(=O)C1=C(N)N(c2ccc(C)cc2)C2=C(C(=O)CC(C)(C)C2)C1c1ccc([N+](=O)[O-])cc1 (centres undefined)	108.5	102.5	95.1	104.2	x	99.7	99.8	96.4	92.3
CSCCC(NC(=O)COc1ccc(Cl)cc1Cl)C(=O)O (centres undefined)	98.7	119.4	78.9	94.2	109.3	123.4	102.7	99.8	101.0
NNc1c(Cl)cc(Cl)cc1Cl	107.5	108.9	x	116.3	103.7	110.8	101.0	108.7	120.6
COC(=O)/C=C1/S/C(=N\N=C\c2ccc(OS(=O)(=O)C(F)(F)C(F)(F)C(F)(F)C(F)(F)C(F)(F)C(F)(F)C(F)(F)C(F)(F)F)cc2)N(c2ccccc2)C1=O	91.4	99.9	77.9	85.9	99.4	101.5	98.9	104.3	111.3
O=C(COc1ccccc1)N1N=C(c2ccc(Cl)cc2)CC1c1c[nH]c2ccccc12 (centres undefined)	30.2	47.9	73.9	81.4	76.1	83.0	65.2	86.4	86.9
COc1ccc(-c2ccn(CCC(=O)N3CCOCC3)n2)cc1OC1CCCC1	107.2	104.1	91.3	x	105.2	100.2	x	108.5	x
N#Cc1c(N)nc2c(nnn2-c2cccc(C(F)(F)F)c2)c1N	81.1	95.9	75.2	84.9	86.6	95.8	92.4	89.8	104.0
Cn1c(=O)n(CCCO)c(=O)c2c1nc(Oc1cccc(OC(F)(F)F)c1)n2Cc1ccc(Cl)cc1	85.5	69.5	80.3	100.7	94.0	83.8	83.3	86.4	97.0
CC(=O)Cc1ccc([N+](=O)[O-])cc1[N+](=O)[O-]	112.8	112.7	100.2	100.9	94.4	97.1	103.9	120.3	117.7
CC1=NS(=O)(=O)NC(C)(C)C1	101.9	117.8	109.2	97.7	107.7	114.8	108.7	100.2	99.7
COC1=CC(c2ccc[nH]2)=N/C1=C\c1[nH]c(C)c(CC(=O)NCc2ccccc2)c1C	38.2	10.9	17.0	25.7	23.9	-40.7*	28.8	42.7	1.1*
Cc1ccc2c(c1)/C(=N/c1nc(-c3ccc(F)cc3)cs1)C(=O)N2	92.8	101.0	64.5	83.7	95.0	101.6	92.2	95.1	98.0
C=CCN1C(=O)/C(=C/C(=O)OC)S/C1=N\Nc1ccc([N+](=O)[O-])cc1[N+](=O)[O-]	101.1	104.4	72.3	99.6	99.3	111.0	103.1	100.5	107.1
CCCNc1nc2ccccc2c2c(=O)c3c(Cl)cccc3sc12	97.0	101.5	82.3	91.9	83.2	96.7	95.1	93.1	112.7
Cc1nn(-c2ccccc2)c(-n2ccnc2)c1/C=N/Nc1nc(-c2ccc(Cl)cc2)cs1	91.1	76.6	66.7	85.3	46.8	77.9	41.6	91.7	68.3
O=C(O)COc1ccc2c(=O)c3sc4c(=O)c5ccccc5c(=O)c4c3c(=O)c2c1	36.6	-63.2*	10.9	88.1	-39.6*	40.8	28.6	-96.5*	-46.2*
COc1cc(C(=O)n2nc(C)cc2C)c(N2C(=O)/C(=C/c3ccccc3)N=C2c2ccccc2)cc1OC	93.5	98.0	83.2	98.3	94.7	96.0	87.1	95.5	118.3
O=C(Nc1cnns1)Oc1ccccc1	107.3	103.9	104.5	94.6	109.7	106.8	100.9	96.4	89.3
CCC(O)C1CCCCC1 (centres undefined)	123.5	109.3	94.3	99.7	118.0	105.6	x	x	107.8
O=S(=O)(NCCCNc1nccc(-n2cnc3ccccc32)n1)c1cccc2ccccc12	74.3	79.3	66.9	80.3	82.5	55.8	57.6	89.9	78.1
CCC(=O)OCc1ccccc1Cl	103.0	107.7	94.4	109.2	102.0	98.8	93.5	101.5	101.1
C[C@@H](C[C@H](CCO)c1ccoc1)c1ccc2ccccc2c1	98.9	109.6	80.5	102.7	87.3	90.1	97.8	100.0	106.1
COc1ccc(/C=C/C(=O)[C@@H]2CC[C@]3(CO)CC[C@]4(C)[C@H](CC[C@@H]5[C@@]6(C)CC[C@H](O)C(C)(C)[C@@H]6CC[C@]54C)[C@@H]23)cc1	93.1	82.1	84.4	104.7	82.9	84.9	72.9	79.3	92.8
CCOC(=O)N1CCN(CCCCCOc2ccc(Cl)cc2)CC1	95.1	105.2	72.2	83.3	87.4	89.1	90.2	105.3	101.6
NC1=NOC(=O)C1C1CCCCC1 (centres undefined)	113.5	105.2	108.8	117.6	106.4	109.5	114.8	131.6	119.4
CC(=O)n1c(N)nc2ccccc21	112.6	106.3	103.3	112.3	100.0	103.6	105.7	100.4	106.3
O=C(NCc1ccc2c(c1)OCO2)c1cccc(-c2ccncc2)c1	117.8	104.3	84.4	101.9	88.1	85.2	88.6	112.2	125.5
COc1cc(C2CC(c3ccc(S(=O)(=O)NCCNc4nc(N(C)C)nc(N5CCOCC5)n4)cc3)=Nc3c(N)nc(N)nc3N2)cc(OC)c1OC (centres undefined)	105.0	103.7	90.1	114.6	97.4	92.8	85.1	79.8	116.1
C[N+](C)(C)c1ncnc2nc[nH]c12	x	103.7	97.1	97.3	93.8	94.1	99.1	67.0	104.1
COC(=O)CCc1cc(O)c2c(c1)[C@@H](C(=O)OC)[C@H](c1ccc(O)c(O)c1)O2	88.1	106.9	51.8	97.4	76.5	87.8	101.8	98.3	104.5
COc1cc(CNC(=O)CCCC/C=C/C(C)C)ccc1OCc1nnc(Nc2ccc(Cl)cc2)o1	89.7	103.2	85.7	78.6	90.6	100.0	85.0	82.9	105.0
CC(=O)Oc1ccc(/C(=C(\C)c2ccccc2)c2ccc(OCCCN(C)C)cc2)cc1	84.5	89.0	83.5	95.2	77.1	83.9	110.2	90.7	82.7
Cc1csc(N)n1	114.1	110.5	92.3	105.8	102.2	106.7	100.9	112.3	108.7
CN1C(=O)C(C2=NN(c3ccc(Cl)cc3)C(c3ccc4c(c3)OCO4)C2)C(=O)N(C)C1=O (centres undefined)	117.4	104.3	82.3	112.6	93.5	103.4	103.9	100.0	125.2
CCC12C=C(c3ccccc3)C(C3C(=O)N(c4ccccc4)C(=O)C31)C1C(=O)N(c3ccccc3)C(=O)C12 (centres undefined)	85.8	97.2	66.7	93.3	94.7	95.6	x	79.2	97.1
COc1ccc(-c2c(-c3cc(OC)c(OC)c(OC)c3)noc2N)cc1	22.4	7.3*	-28.9*	20.6	31.1	11.1	16.0	43.2	-72.0*
C=CCn1c(SCC(=O)Nc2cccc(C(=O)/C=C/c3ccc(OC)cc3)c2)nc2ccccc2c1=O	92.6	94.1	75.1	121.3	93.9	92.9	93.2	89.8	111.2
C(=Nc1ccccc1)C1=C(Nc2ccccc2)CCC1	102.7	105.8	86.6	97.7	96.6	101.8	100.3	82.6	95.0
C/C(=N\N=C1\SCC(=O)N1c1ccc(Cl)cc1)c1cc2ccccc2oc1=O	108.4	108.7	97.0	97.8	102.7	102.6	92.8	101.5	113.4

Sorted by molecular weight (descending): some entries from above
SMILES	IGROV1	NCI-H460	NCI-H522	SK-OV-3	NCI-H23	NCI/ADR-RES	NCI-H226	NCI-H322M	COLO 205
CCC12C=C(c3ccccc3)C(C3C(=O)N(c4ccccc4)C(=O)C31)C1C(=O)N(c3ccccc3)C(=O)C12 (centres undefined)	85.8	97.2	66.7	93.3	94.7	95.6	x	79.2	97.1
CC(=O)Oc1ccc(/C(=C(\C)c2ccccc2)c2ccc(OCCCN(C)C)cc2)cc1	84.5	89.0	83.5	95.2	77.1	83.9	110.2	90.7	82.7
COC(=O)CCc1cc(O)c2c(c1)[C@@H](C(=O)OC)[C@H](c1ccc(O)c(O)c1)O2	88.1	106.9	51.8	97.4	76.5	87.8	101.8	98.3	104.5
COc1ccc(-c2c(-c3cc(OC)c(OC)c(OC)c3)noc2N)cc1	22.4	7.3*	-28.9*	20.6	31.1	11.1	16.0	43.2	-72.0*
O=C(NCc1ccc2c(c1)OCO2)c1cccc(-c2ccncc2)c1	117.8	104.3	84.4	101.9	88.1	85.2	88.6	112.2	125.5
C(=Nc1ccccc1)C1=C(Nc2ccccc2)CCC1	102.7	105.8	86.6	97.7	96.6	101.8	100.3	82.6	95.0
NC1=NOC(=O)C1C1CCCCC1 (centres undefined)	113.5	105.2	108.8	117.6	106.4	109.5	114.8	131.6	119.4
C[N+](C)(C)c1ncnc2nc[nH]c12	x	103.7	97.1	97.3	93.8	94.1	99.1	67.0	104.1
CC(=O)n1c(N)nc2ccccc21	112.6	106.3	103.3	112.3	100.0	103.6	105.7	100.4	106.3

Remaining list, next part:
SMILES	IGROV1	NCI-H460	NCI-H522	SK-OV-3	NCI-H23	NCI/ADR-RES	NCI-H226	NCI-H322M	COLO 205
N#Cc1c(-c2ccc(Cl)cc2)nc(NN)nc1N1CCOCC1	84.1	105.0	92.0	90.0	88.3	99.7	85.9	99.1	100.7
CC(=O)NC1=C(C#N)C(c2ccccc2)c2c(ccc3ccccc23)O1 (centres undefined)	54.3	94.4	72.4	96.3	83.3	87.4	75.6	92.3	110.5
CCOC(=O)/C(C#N)=C/c1cccc(OC)c1	113.3	108.2	93.9	112.3	113.3	112.2	91.6	101.6	113.6
Cc1ccc(Nc2nc3sc4cc(Cl)c(Cl)cc4n3c(=O)c2C#N)cc1	x	93.1	70.2	89.6	100.7	107.1	98.6	109.5	116.0
C=C1C(=O)O[C@H]2[C@H]1CC/C(COC(=O)NCCc1ccc(OC)c(OC)c1)=C\CC[C@@]1(C)O[C@@H]21	55.9	93.9	-79.9*	99.3	59.2	103.1	82.6	88.0	12.7
C=CCn1c(SCC(=O)Nc2ccc(C(=O)/C=C/c3cc(OC)c(OC)c(OC)c3)cc2)nnc1-c1cc(-c2ccc(Cl)cc2)nc2ccccc12	88.4	93.1	83.1	87.1	88.7	75.6	89.1	x	115.2
O=C(OCC(O)C(=O)NC12CC3CC(CC(C3)C1)C2)c1ccccc1C(=O)OCC(F)(F)F (centres undefined)	100.5	106.4	86.9	103.6	97.0	95.9	88.6	100.9	98.2
CCOC(=O)N1CCN(CCCCCOc2ccccc2C2CCCCC2)CC1	x	76.5	61.3	x	46.9	61.7	88.2	98.8	81.9
